# High-throughput results as filed in PubChem.
# NPYLR7 agonist – activates Aedes aegypti NPYLR7 receptor | AID 1259423 | HEK293T NPYLR7/Galpha15, GCaMP6s calcium fluorescence | activation, % at 10 µM | actives 0.15% (n = 270,000); in the data active = activation above about 40%;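 also: 0% = vehicle and 100% = reference agonist at the receptor; some compounds past the cut are filed as inactive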
# mcGAS inh – inhibitors of mouse cGAS; AID 1259399; actives 0.15% (n = 160,000); Q8C6L5; recombinant cGAS, Kinase-Glo ATP depletion luminescence; inhibition, % at 12.5 µM;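 also: 0% = negative control wells and 100% = reference inhibitor with no enzyme activity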
# hcGAS lum – inhibitors of human cGAS; recombinant h-cGAS, ATP depletion, Kinase-Glo luminescence; Q8N884; inhibition, % at 12.5 µM; actives 0.081% (n = 290,000);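 also: 0% = vehicle reaction and 100% = reaction without DNA for no activity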
# Target sequence (Q8N884 whole entry, looked up): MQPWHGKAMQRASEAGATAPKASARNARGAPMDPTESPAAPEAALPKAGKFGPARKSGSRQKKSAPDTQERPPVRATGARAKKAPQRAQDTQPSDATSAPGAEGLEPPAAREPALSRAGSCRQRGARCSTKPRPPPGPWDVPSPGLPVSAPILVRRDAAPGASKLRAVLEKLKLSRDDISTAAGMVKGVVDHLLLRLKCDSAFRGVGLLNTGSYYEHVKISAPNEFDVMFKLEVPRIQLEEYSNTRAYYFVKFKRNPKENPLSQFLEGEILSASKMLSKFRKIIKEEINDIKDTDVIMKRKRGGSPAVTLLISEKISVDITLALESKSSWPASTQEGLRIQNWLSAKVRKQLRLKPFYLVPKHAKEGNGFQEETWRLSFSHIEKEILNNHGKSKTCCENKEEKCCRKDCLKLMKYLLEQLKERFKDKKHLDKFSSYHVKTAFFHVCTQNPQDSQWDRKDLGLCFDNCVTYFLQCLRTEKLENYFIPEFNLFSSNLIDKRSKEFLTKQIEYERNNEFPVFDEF
# * = called active by the depositor; x = no result given; & = joins results of further samples. Rule as the data show it, unless noted: active = inhibition above about 40%; inactive = the rest.
SMILES,NPYLR7 agonist,mcGAS inh,hcGAS lum
CCCCCNC(=O)CC(c1cccc(OC)c1)c1c[nH]c2ccccc12 (stereo not drawn),-2,-6,-7
CCOC(=O)N1CCC(NC(=O)C2CCN(S(=O)(=O)c3c(C)c(C)cc(C)c3C)CC2)CC1,-6,-2,4
CCOC(=O)N1CCc2nc(NC(=O)c3ccnn3C)sc2C1,x,-22,-33
COCc1nnc2sc(C3COc4ccccc4O3)nn12 (stereo not drawn),-1,-8,-6
COc1ccc(CC2(CCC(=O)N(C)Cc3csc(C)n3)CCC(=O)N2)c2ccccc12 (stereo not drawn),18,-13,-8
CCc1ccc(C(=O)NC2CCN(c3ccccc3C(=O)NCCN3CCCC3)CC2)cc1,2,-5,-6
CCn1c(O)c(C2=c3ccccc3=NC2=O)sc1=S,2,x,-7
COC(=O)C1=C(C)N(C)C(=O)NC1c1c(Cl)cccc1Cl (stereo not drawn),-5,x,-4
CCc1c(C)sc2ncnc(N3CCN(C4CCOCC4)CC3)c12,x,-11,-7
COCCn1c(=O)[nH]c(=O)c2c3c(cnc21)C(=O)CC(c1ccccc1)C3 (stereo not drawn),0,-6,-7
O=C(c1cc2ccccc2[nH]c1=O)N1CCCCCCC1,4,x,-6
COc1ccc(CCN(C(=O)c2cccc(F)c2)C2CC(=O)N(c3ccccc3)C2=O)cc1 (stereo not drawn),-11,-7,-5
CC1=C(C(=O)OCc2ccccc2)C(c2cc3c(cc2Br)OCO3)NC(=O)N1 (stereo not drawn),2,-5,-6
COc1ccc(-c2c(C)nn(-c3ccccc3)c2C)c(C(=O)N2CCC(CNC(=O)C(F)(F)F)CC2)c1,-15,-4,-7
CC(C)Cc1cc(C(=O)NCc2cccnc2-n2cncn2)n(C)n1,12,x,-5
COc1ccccc1NC(=O)C1=C(C)Nc2nc(-c3cccc(O)c3)nn2C1c1cccs1 (stereo not drawn),2,x,-8
Cc1ccc(NC(=O)[C@H]2C[C@H](C(=O)O)CN(C3Cc4ccccc4C3)C2)cn1,3,-16,4
COC(=O)c1ccn(CC(=O)Nc2cc(-c3ccccc3)nn2C)n1,1,-9,-6
CCOC(=O)N1CCC(NC2CCN(c3ccc(NC(=O)CCc4ccccc4)cc3)CC2)CC1,-7,-3,3
N=C1/C(=C/c2ccc(Br)cc2)C(=O)N=C2SC(Cc3ccccc3)=NN12,-1,x,4
c1nc2n(n1)C1=C(CCCC1)C1(CCCCC1)N2,0,-2,2
Cc1ccc(S(=O)(=O)NNC2=NS(=O)(=O)c3ccccc32)c(C)c1,-14,-8,-5
Cc1cc(C)c[n+](C2=C(NS(=O)(=O)c3ccccc3)C(=O)c3ccccc3C2=O)c1,9,x,0
Cc1cccc(-c2cccc(NC(=O)C3CCCN(C(=O)C4=NN(C)C(=O)CC4)C3)c2)c1 (stereo not drawn),10,-6,-2
Cc1ccc(C2(C(=O)N3CCNCC3C(=O)N3CCN(C)CC3)CC2)cc1 (stereo not drawn),5,-10,-7
Cc1csc(Sc2nc3c(c(=O)[nH]c(=O)n3C)n2CCCc2ccccc2)n1,2,-8,-6
CCCOc1nc(-c2cccc(OC)c2)n(-c2ccc(NC(=O)C3CCC3)cc2)n1,x,-3,-3
CCCCc1nnc(NC(=O)Nc2[nH]c(C)c(C(=O)OCC)c2C)s1,0,x,-3
Cc1c(N=Cc2ccccc2Cl)c(=O)n(-c2ccccc2)n1C,11,x,-11
CC(C)(C)c1cc(NC(=O)CN(Cc2ccccc2)C(=O)NC23CC4CC(CC(C4)C2)C3)n(-c2ccc(Cl)c(Cl)c2)n1,x,1,0
O=S(=O)(c1ccc(Cl)cc1Cl)N1CCN(c2nccc(-c3ccc(N4CCOCC4)cc3)n2)CC1,-1,-8,-7
CN(Cc1ccccc1)c1nc(CCN)nc2ccccc12,-2,-8,47*
N#CC1(N2CCCCC2)C2CC3CC(C2)CC1C3 (stereo not drawn),x,-6,-12
CC1CCN(S(=O)(=O)c2ccc(C(=O)Nc3nc(-c4ccc5c(c4)CCC5)cs3)cc2)CC1,-7,x,-5
O=C(NCCCc1cccnc1)C1CCCN(C2CCN(C(=O)C3CC3)CC2)C1 (stereo not drawn),4,-15,-13
CC(=O)NCc1ccc(S(=O)(=O)N2CCCCCC2)cc1,3,x,-13
Cc1ccc(NC(=O)CN(C)C(=O)/C=C/c2cccs2)cc1,-3,-16,-5
COC1(C)CCC2OC2(C)CCC2C1CC2(C)C (stereo not drawn),-5,x,-5
CSc1nnc2c(S(=O)(=O)N3CCOCC3)cccn12,3,x,6
CN(C)CC1(O)CCCN(C(=O)c2ccc(-n3cnnn3)cc2)CC1 (stereo not drawn),9,x,-7
O=C(NCc1nn(-c2ccccc2)c2c1CCC2)C1CC1,6,x,-16
COc1ccc(CC(=O)NCC2CCCN(Cc3cc(OC)cc(OC)c3)C2)cc1 (stereo not drawn),19,x,-8
COc1ccc(-c2cc(C(=O)NCc3ccccn3)n3nc(C(C)(C)C)cc3n2)cc1,5&18,-6&-5,1&-2
CC(SCCN1C(=O)c2ccccc2S1(=O)=O)C(=O)Nc1ccc(F)c(F)c1 (stereo not drawn),3,6,2
COCCn1c(=S)[nH]c2sc3c(c2c1=O)CCC(C)C3 (stereo not drawn),-9,x,-2
CN(Cc1ccc(Cl)cc1)c1nccc(-c2cc(C(=O)O)ccn2)n1,5,x,-7
CCOC(=O)c1c(NC(=O)c2ccc(Cl)cc2)sc(C(=O)Nc2ccc(OC)cc2)c1C,11,-7,-7
CNS(=O)(=O)c1ccc2[nH]c(=O)c(=O)[nH]c2c1,-4,x,-2
O=C(Nc1ccccc1)Nc1ccccc1OCCn1ccnc1,5,x,-7
CCOC(=O)c1cc(C(=O)OCC)c(=O)[nH]c1C,-6,-5,-12
Cc1nc2scc(C)n2c(=O)c1NC(=O)Cc1ccc(Cl)cc1,16,-7,-9
CC(=O)Nc1cc(F)c(S(=O)(=O)Nc2ccsc2)c(F)c1,-6,2,2
Cc1noc(C)c1CSCC(=O)OCC(=O)c1c(N)n(CC(C)C)c(=O)n(C)c1=O,-2,0,2
CCOc1ccccc1N1CCN(C(=O)c2ccccc2N2CCC(NC(=O)c3ccc(F)cc3)CC2)CC1,-2,x,1
CC(C)C(=O)N1CCN(C(=O)[C@@H](NS(=O)(=O)/C=C/c2ccccc2)C(C)C)CC1,3,x,-3
CCN(Cc1cc(C)c(OCc2cccc(C)c2)c(C)c1)C(=O)CC1CCS(=O)(=O)C1 (stereo not drawn),3,x,6
CCSc1nc(N(CCO)CCO)c2sc3c(c2n1)COC(C)(C)C3,-14,x,-7
Cc1ccc(NC(=O)Cn2nnc(C(=O)NCc3ccco3)c2N)c(C)c1,-7,-6,-6
O=C(Nc1ccc2c(c1)CN(C1CCSCC1)CC2)C1(c2ccccc2)CC1,2,x,-9
O=C(Cn1cccc1)N1CCC(c2cc(Cc3ccccc3)[nH]n2)CC1,6,-10,-3

# Next part.
SMILES,NPYLR7 agonist,mcGAS inh,hcGAS lum
COc1ccc(C2=N/C(=C/C=C/c3ccccc3OC)C(=O)O2)cc1Br,-2,-6,-4
COc1ccc(CNc2ccc(S(=O)(=O)C(C)(C)C)nn2)cc1,-5,-8,-4
CCCc1[nH][nH]c(=O)c1C(c1ccccc1)C(C#N)C#N (stereo not drawn),-9,x,1
CCc1nnc(NC(=O)C(C)N2C(=O)C3C4C=CC(C4)C3C2=O)s1 (stereo not drawn),1,-5,-9
Cc1oc(-c2ccc(Cl)cc2)nc1C(=O)OCC#N,8,x,-14
CSc1ccc(CN2CCCC(OCc3cccnc3)C2)cc1 (stereo not drawn),3,x,-3
CCc1cc(CN(C)C(=O)C(=O)c2ccco2)on1,2,x,6
Cc1nc(Sc2nc3sc4c(c3c(=O)n2C)CCCC4)c2c3c(sc2n1)CCC3,3,x,-3
COc1ccc(C2(C(=O)Nc3nc(C)c(C)s3)CCCCC2)cc1,2,x,-13
COC(=O)Cn1c(C)c(C)n2c3c(=O)n(C)c(=O)n(C)c3nc12,-1,x,-3
O=C(NCCc1ccc(Cl)cc1Cl)c1ccc(-c2ccc3c(c2)OCCO3)s1,-1,-7,-4
CCOC(=O)CCCC(=O)N1CCN(c2ccc(NC(=O)COC)cn2)CC1,25,-7,-7
Cc1cc(C)c(CNC2CCCc3c2cnn3-c2ccccn2)c(-n2cccn2)c1 (stereo not drawn),1,x,-10
COc1cccc(-c2noc(CCN(Cc3ccccc3)CC(O)COCC(C)C)n2)c1 (stereo not drawn),24,-4,-8
Cc1ccsc1C(=O)N1CCC1(C)C(=O)NS(=O)(=O)c1cccc(Cl)c1 (stereo not drawn),4,x,0
O=C(NOC1CCCCO1)C12CC3CC(CC(C3)C1)C2 (stereo not drawn),13,5,3
CCOC(=O)C1CCCN(C(=O)CC2(c3cccc(C(F)(F)F)c3)CC(=O)N(CC)C2=O)C1 (stereo not drawn),24,-12,-4
Cc1ccc(C)c(NCN2C(=O)C3C4C=CC(C4)C3C2=O)c1 (stereo not drawn),-2,x,-5
CCOC(=O)C1=C(CCl)OC(=N)C(C#N)C1c1ccccc1F (stereo not drawn),-7,-3,-2
COCCCNC(=O)c1csc(CSc2nnc(-c3ccncc3)n2-c2cccc(C(F)(F)F)c2)n1,13,-6,-8

# Of the compounds above, 12 contain two or more sulfur atoms.
SMILES,NPYLR7 agonist,mcGAS inh,hcGAS lum
CCn1c(O)c(C2=c3ccccc3=NC2=O)sc1=S,2,x,-7
Cc1ccc(S(=O)(=O)NNC2=NS(=O)(=O)c3ccccc32)c(C)c1,-14,-8,-5
Cc1csc(Sc2nc3c(c(=O)[nH]c(=O)n3C)n2CCCc2ccccc2)n1,2,-8,-6
CC1CCN(S(=O)(=O)c2ccc(C(=O)Nc3nc(-c4ccc5c(c4)CCC5)cs3)cc2)CC1,-7,x,-5
CSc1nnc2c(S(=O)(=O)N3CCOCC3)cccn12,3,x,6
CC(SCCN1C(=O)c2ccccc2S1(=O)=O)C(=O)Nc1ccc(F)c(F)c1 (stereo not drawn),3,6,2
COCCn1c(=S)[nH]c2sc3c(c2c1=O)CCC(C)C3 (stereo not drawn),-9,x,-2
CC(=O)Nc1cc(F)c(S(=O)(=O)Nc2ccsc2)c(F)c1,-6,2,2
CCSc1nc(N(CCO)CCO)c2sc3c(c2n1)COC(C)(C)C3,-14,x,-7
Cc1nc(Sc2nc3sc4c(c3c(=O)n2C)CCCC4)c2c3c(sc2n1)CCC3,3,x,-3
Cc1ccsc1C(=O)N1CCC1(C)C(=O)NS(=O)(=O)c1cccc(Cl)c1 (stereo not drawn),4,x,0
COCCCNC(=O)c1csc(CSc2nnc(-c3ccncc3)n2-c2cccc(C(F)(F)F)c2)n1,13,-6,-8

# (listing goes on)
SMILES,NPYLR7 agonist,mcGAS inh,hcGAS lum
Cc1ccc(Cc2nc(N3CCN(S(=O)(=O)/C=C/c4ccccc4)CC3)c3c(C)nn(-c4ccccc4)c3n2)cc1,x,-7,-5
Cc1cc(-n2c(C)nc3ccccc3c2=O)ccc1NC(=O)C(C)C,-3,x,5
CC1(C)CC(CCNC(=O)C2(N)CC2)(c2ccccc2)CCO1 (stereo not drawn),0,-13,-7
CC(c1ccccc1)N1C(=O)CSC1=S (stereo not drawn),-8,x,-7

# By substructure: the compounds so far containing a cyano group.
SMILES,NPYLR7 agonist,mcGAS inh,hcGAS lum
N#CC1(N2CCCCC2)C2CC3CC(C2)CC1C3 (stereo not drawn),x,-6,-12
CCCc1[nH][nH]c(=O)c1C(c1ccccc1)C(C#N)C#N (stereo not drawn),-9,x,1
Cc1oc(-c2ccc(Cl)cc2)nc1C(=O)OCC#N,8,x,-14
CCOC(=O)C1=C(CCl)OC(=N)C(C#N)C1c1ccccc1F (stereo not drawn),-7,-3,-2
